Apaf1 inhib – human Apaf-1 inhibition; O14727; reconstituted apoptosome caspase-3 activity, DEVD-Rh110 fluorescence; inhibition, % at 20 µM; actives 0.71% (n = 330,000); active means inhibition of at least 40% at 20 µM;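 further: plate controls were DMSO wells for no effect and DEVD-CHO caspase inhibitor wells for full effect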
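System: Apoptosome proteins | Medium: Hepes pH 7.5 with detergent and BSA | Also added: Cytochrome c trigger plus (Z-DEVD)2-Rh110 caspase-3 substrate | Incubation: 30 min compound preincubation, 50 min activation, room temperature | Detection: Rhodamine 110 fluorescence at Ex 480/Em 540 nm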
EBI2 antag – antagonists of human EBI2 receptor; EBI2 beta-arrestin recruitment, luminescence, 7a,25-OHC stimulated; inhibition, % at 5 µM; actives 0.81% (n = 360,000); in the data active means inhibition above about 38%;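 further: enzyme fragment complementation signal reports receptor beta-arrestin coupling in cells; 0% = agonist plus DMSO wells and 100% = wells without agonist; some results beyond the cut were filed as inactive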
Target sequence (P32249 whole entry, looked up, the tested form may be a part): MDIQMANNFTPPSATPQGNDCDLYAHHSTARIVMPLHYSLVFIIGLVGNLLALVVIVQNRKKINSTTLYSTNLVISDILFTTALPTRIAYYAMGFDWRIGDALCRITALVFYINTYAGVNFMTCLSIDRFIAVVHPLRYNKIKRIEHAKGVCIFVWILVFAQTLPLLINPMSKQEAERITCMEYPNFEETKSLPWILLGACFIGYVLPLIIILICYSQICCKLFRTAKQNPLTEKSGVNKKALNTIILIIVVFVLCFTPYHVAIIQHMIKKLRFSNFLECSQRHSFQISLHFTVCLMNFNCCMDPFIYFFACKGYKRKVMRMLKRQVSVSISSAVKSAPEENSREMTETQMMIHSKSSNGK
697 NFkB inh – lowers PMA/ionomycin-induced NF-kB signal in 697 B cells. inhibition, % at 4 µM. AID 435022. 697 B-cell NF-kB luciferase reporter, 16 h. actives 0.33% (n = 330,000); in the data active means inhibition above about 35%
CCR6 antag – CCR6 (human) receptor antagonism; inhibition, % at 20 µM; actives 0.49% (n = 340,000); CHO-K1 CCR6 PathHunter beta-arrestin, luminescence, CCL20-stimulated; P51684;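 active means compounds whose inhibition of the agonist-driven luminescence signal at 20 µM reaches about 50%, limit read from the data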;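 further: cells stimulated with CCL20 at 14 nM final; plate controls were DMSO with CCL20 for no effect and DMSO without agonist for full effect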
Target sequence (P51684 whole entry, looked up): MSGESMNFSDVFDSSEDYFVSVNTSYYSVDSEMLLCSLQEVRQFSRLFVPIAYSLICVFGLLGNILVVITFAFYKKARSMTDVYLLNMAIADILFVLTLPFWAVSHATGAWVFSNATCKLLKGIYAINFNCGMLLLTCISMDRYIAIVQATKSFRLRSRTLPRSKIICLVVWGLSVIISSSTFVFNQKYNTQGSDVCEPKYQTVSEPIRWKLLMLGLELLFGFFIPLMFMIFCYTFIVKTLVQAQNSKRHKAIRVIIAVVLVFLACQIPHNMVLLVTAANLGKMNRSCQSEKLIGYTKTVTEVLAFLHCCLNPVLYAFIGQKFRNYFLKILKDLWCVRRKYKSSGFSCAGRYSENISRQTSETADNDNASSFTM
SENP8 block – SENP8 protease inhibition; purified SENP8, Z-RLRGG-aminoluciferin cleavage, luminescence; inhibition, % at 10 µM; actives 1.2% (n = 330,000); AID 2540; Q96LD8
Target sequence (Q96LD8 whole entry, looked up): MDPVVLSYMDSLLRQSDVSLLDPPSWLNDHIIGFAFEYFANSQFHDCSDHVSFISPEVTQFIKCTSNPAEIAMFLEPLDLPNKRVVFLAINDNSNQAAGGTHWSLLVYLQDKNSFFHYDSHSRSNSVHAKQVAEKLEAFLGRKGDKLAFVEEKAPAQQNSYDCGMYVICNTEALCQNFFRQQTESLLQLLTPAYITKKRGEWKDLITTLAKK
Gli-Sufu antag – antagonists of Gli-Sufu signaling; Sufu-KO-LIGHT fibroblasts, Gli luciferase reporter luminescence; inhibition, % at 5 µM; actives 0.74% (n = 340,000);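 active means inhibition above about 55%, limit read from the data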;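 further: 0% = DMSO-treated cells and 100% = wells with medium but no cells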
Jurkat NFkB inh – lowers PMA/ionomycin-induced NF-kB signal in Jurkat cells | actives 0.53% (n = 330,000) | PMA/ionomycin-induced NF-kB luciferase reporter, luminescence | inhibition, % at 4 µM | AID 435003
UBC13 inh – human UBC13 polyubiquitination inhibition. P61088. UBC13 polyubiquitin chain formation, TR-FRET. inhibition, % at 20 µM. actives 0.47% (n = 330,000). AID 485273; in the data active means inhibition above about 45%, passing the limit was not always enough
An asterisk follows results filed as active; / = not tested or not shown. Unless noted, no stated cut-off is given here; in the data, active means inhibition above about 50%; inactive means the rest. An excerpt; count on the stated rates, not on these rows.

SMILES	Apaf1 inhib	EBI2 antag	697 NFkB inh	CCR6 antag	SENP8 block	Gli-Sufu antag	Jurkat NFkB inh	UBC13 inh
CN(C)c1nccc(N(Cc2ccccc2)Cc2ccccc2)c1C#N	12	20	-20	22	-11	-19	-23	24
O=C(COc1ccc(Cl)cc1)Nc1ccc2oc(-c3ccncc3)nc2c1	7	9	-31	2	-5	-24	-14	7
N#Cc1ccc(OCC(=O)Nc2nc(-c3ccncc3)cs2)cc1	-1	-5	-1	5	-10	-6	-3	-5
NCCCCc1ccc2ccc3cccc4ccc1c2c34	29	-14	15	9	-8	0	-4	49*
CC(C)CC1NC(=O)c2ccccc2-n2c1nc1cc(F)ccc1c2=O (centres undefined)	4	/	4	/	2	/	4	9
Cc1nn(-c2ccccc2)c2c1C1(C(=O)Nc3ccccc31)N1C(=N2)Sc2ccccc21 (centres undefined)	13	5	-3	-13	6	7	-10	1
CCN(CC)CCCN=Cc1c(O)n(-c2ccc(C)cc2)c(=O)c2ccccc12	9	-4	-7	7	-5	0	-23	-6
Cc1ccc(NC(=O)CCn2nc(C)cc2C)c(C)c1	-1	1	-2	17	5	-1	-3	-5
COc1cc2c(cc1NC(=O)C1CCCO1)oc1ccccc12 (centres undefined)	2	13	-52	-15	0	-64	-134	7
Cc1nc(CS(=O)(=O)c2ccc(Cl)cc2)cc(Sc2ccc(Cl)cc2)n1	16	73*	6	1	5	2	-1	1
COc1ccc2c(c1)nc(NCCCO)n2Cc1ccccc1	0	3	-1	7	-7	2	-23	-1
CC(NC(=O)COC(=O)C1CC1C)c1ccccc1 (centres undefined)	-10	-8	3	8	9	1	-4	5
O=C(O)C1CN(C(=O)c2ccccc2)c2cc(Cl)ccc2O1 (centres undefined)	-3	4	-3	8	2	3	7	-8
O=C1N=c2ccccc2=C1c1sc(=O)[nH]c1O	-9	8	-2	32	-19	-10	3	-45
CCCSc1nc(C)c(-c2csc(C(C#N)=C3CCCC3)n2)cc1C#N	7	20	35	24	12	12	-2	22
Cc1ccc(S(=O)(=O)N2CCOCC2)cc1NC(=O)CNC(C)c1ccccc1 (centres undefined)	16	2	-6	2	-12	8	-10	-5
CCOC(=O)N1CCN(C(=O)C2CCN(S(=O)(=O)c3cc(Cl)ccc3OCC)CC2)CC1	6	-6	-11	11	3	2	0	-4
C=CCNC(=O)O/N=C/c1csc([N+](=O)[O-])c1	-5	-6	10	-11	-5	19	12	-2
CC(NC(=O)c1ccccc1Br)c1nnc(SCc2ccc([N+](=O)[O-])cc2)n1C (centres undefined)	-15	-1	-5	-1	-1	5	8	14
O=C(NNC(=O)c1ccc([N+](=O)[O-])cc1)c1ccc(Br)cc1	-3	10	19	21	4	19	7	4

Profiles from above. Values in the order: Apaf1 inhib | EBI2 antag | 697 NFkB inh | CCR6 antag | SENP8 block | Gli-Sufu antag | Jurkat NFkB inh | UBC13 inh
C=CCNC(=O)O/N=C/c1csc([N+](=O)[O-])c1 reads -5 | -6 | 10 | -11 | -5 | 19 | 12 | -2
O=C(NNC(=O)c1ccc([N+](=O)[O-])cc1)c1ccc(Br)cc1 reads -3 | 10 | 19 | 21 | 4 | 19 | 7 | 4

Records listed above marked active in EBI2 antag.
SMILES,EBI2 antag,697 NFkB inh,CCR6 antag,Jurkat NFkB inh,UBC13 inh
Cc1nc(CS(=O)(=O)c2ccc(Cl)cc2)cc(Sc2ccc(Cl)cc2)n1,73*,6,1,-1,1

Remaining list, next part.
SMILES	Apaf1 inhib	EBI2 antag	697 NFkB inh	CCR6 antag	SENP8 block	Gli-Sufu antag	Jurkat NFkB inh	UBC13 inh
O=C(Cn1nnc2ccccc2c1=O)NCCc1ccccc1	-5	2	-12	-6	1	-5	-5	6
COc1cccc(OCCNC(=O)c2cccc(OC)c2)c1	-2	5	10	1	-1	6	-2	1
COc1ccc(CNC(=O)CCCC(=O)Nc2cccc(Br)c2)cc1	-4	4	-21	4	1	-9	-7	0
COc1ccc(CCN(C)C(=O)C2CCN(C(=O)Nc3ccccc3)CC2)cc1OC	8	4	-15	9	-8	-4	-20	-6
CCCCOP(=O)(c1ccc(N(C)C)cc1)C(O)c1cc(OC)ccc1OC (centres undefined)	5	1	11	10	-8	43	1	-5
COc1ccc(C(=O)COC(=O)c2sccc2C)cc1OC	-3	-2	13	8	0	-41	-21	12
COc1ccc(Nc2nnc(-c3ccncc3)s2)cc1Cl	3	-6	-22	-6	66*	/	-14	-4
C/C(CC(=O)NC1CCCCC1)=N\NC(=O)COc1ccc(C)cc1Br	16	-17	8	2	-15	-1	2	-3
Cc1cc(C)n(C(=O)C(C(=O)c2ccccc2)C(C)C)n1 (centres undefined)	-7	6	-18	17	-13	0	-6	-1
O=S(=O)(c1cccs1)N1CCN(c2ccc(O)cc2)CC1	-4	-1	21	10	0	30	-6	7
Fc1cccc(CN(C2=NCCN2)c2c(Cl)cccc2Cl)c1	9	-5	-16	7	-8	-5	-8	-10
c1ccc(Cc2nnc3sc(-c4cccs4)nn23)cc1	-3	-5	-2	-10	-1	-8	-8	6
CC(C)c1onc(C(=O)Nc2sc3c(c2C#N)CCC3)c1[N+](=O)[O-]	0	-6	7	13	9	-2	8	8
CC(c1ccccc1)n1cc(C(=O)NCc2ccccn2)nn1 (centres undefined)	0	-6	4	8	-4	-10	-2	-2
Cc1csc(NC(=O)c2nc3nccc(C)n3n2)n1	-2	-7	-55	-21	-10	-33	-43	-13
CCOc1ccc(NC(=O)Cn2c(=O)oc3cc(Cl)ccc32)cc1	5	-17	3	-4	-5	4	2	0
CN1CCN(C(=O)CCNC(=O)Cn2ccc3ccccc3c2=O)CC1	-1	1	-3	-8	2	99*	-3	-1
CCn1c(SCC(N)=O)nnc1C(C)C	-7	-8	16	2	5	-3	20	6
Cc1ccc(Nc2cc(=O)n(C3CCCCC3)c(=O)[nH]2)cc1C	8	17	5	23	-1	13	-8	0
CC(C)Cn1c(N)c(C(=O)COC(=O)c2cc3ccccc3cc2O)c(=O)n(C)c1=O	-1	10	-60	-8	-2	22	10	-13

5 entries already listed, arranged by the value under CCR6 antag, high to low.
structure,EBI2 antag,697 NFkB inh,CCR6 antag,Jurkat NFkB inh,UBC13 inh
Cc1ccc(Nc2cc(=O)n(C3CCCCC3)c(=O)[nH]2)cc1C,17,5,23,-8,0
CC(c1ccccc1)n1cc(C(=O)NCc2ccccn2)nn1 (centres undefined),-6,4,8,-2,-2
CCn1c(SCC(N)=O)nnc1C(C)C,-8,16,2,20,6
COc1cccc(OCCNC(=O)c2cccc(OC)c2)c1,5,10,1,-2,1
COc1ccc(Nc2nnc(-c3ccncc3)s2)cc1Cl,-6,-22,-6,-14,-4

An excerpt from above, reduced to Jurkat NFkB inh.
| smiles | Jurkat NFkB inh |
| --- | --- |
| CCCCOP(=O)(c1ccc(N(C)C)cc1)C(O)c1cc(OC)ccc1OC (centres undefined) | 1 |
| COc1ccc(C(=O)COC(=O)c2sccc2C)cc1OC | -21 |
| COc1ccc(Nc2nnc(-c3ccncc3)s2)cc1Cl | -14 |
| C/C(CC(=O)NC1CCCCC1)=N\NC(=O)COc1ccc(C)cc1Br | 2 |

The list continues:
SMILES	Apaf1 inhib	EBI2 antag	697 NFkB inh	CCR6 antag	SENP8 block	Gli-Sufu antag	Jurkat NFkB inh	UBC13 inh
COC(=O)c1ccc(N2CCN(C)CC2)c(NC(=O)COc2ccc(C)cc2)c1	-6	12	-16	-2	-6	26	-5	8
CN(CCCNC(=O)c1cn(C)c2ccc(S(=O)(=O)N(C)C)cc2c1=O)c1ccccc1	3	0	-1	5	-11	-8	-11	-3
Cc1ccc(NC(=O)COC(=O)C2COc3ccccc3O2)cc1S(=O)(=O)N1CCOCC1 (centres undefined)	-5	-8	9	2	-7	-4	7	-6
N#Cc1ccccc1NC(=O)CSc1ccc([N+](=O)[O-])cn1	-11	2	12	-3	-4	6	11	-8
COc1ccccc1NC(=O)CSc1nc2ccccc2n1C(C)=O	-3	12	2	7	0	4	9	46*
CC(C)(C)CC(=O)Nc1nnc(-c2cccs2)s1	-8	-11	-44	-3	7	-62	-50	4
O=c1cc(C(Cl)(Cl)Cl)oc2c1ccc1ccccc12	5	23	-30	-15	7	65*	22	11
Cc1ccc(NC(=O)COc2coc(CN3CCN(Cc4ccccc4)CC3)cc2=O)cc1	2	-5	-28	0	-8	1	14	0
CNS(=O)(=O)c1ccc(NC(=O)c2csc(C)c2)cc1	5	1	-14	13	3	-2	-13	4
CCN(CC)CCNCc1ccc(-c2ccc(Cl)cc2)o1	-13	-4	-4	12	-5	6	-1	5
COc1ccc(O)c(/C=N/Nc2nc(Nc3ccccc3)nc(-n3nc(C)cc3C)n2)c1	2	23	28	30	-10	16	20	18
Cn1nc(C(=O)NC2CCCCC2)c2c1-c1ccccc1S(=O)(=O)C2	-4	-4	3	25	-10	10	-15	-6
O=c1c2ccccc2nnn1Cc1ccc2ccccc2c1	5	2	-8	14	-4	-7	-8	8
Cc1ccc(S(=O)(=O)N2CCCCC2)cc1NC(=O)C1CC1	-8	4	-4	-4	-7	5	-12	4
Cc1cccc(C(=O)Nc2nnc(SCC(=O)NCc3ccco3)s2)c1	2	-14	-37	-3	-3	-32	-13	2
CN(C)S(=O)(=O)c1ccc(N2CCOCC2)nc1	-10	-5	1	0	-11	1	-10	-10
CCN1C(=O)[C@H]2[C@H]3CN=C(SCc4ccc(C)cc4)N3[C@@](C)(C(=O)OC)[C@H]2C1=O	5	-5	5	10	/	7	/	/
COc1ccc(S(=O)(=O)N2CCOC2CNC(=O)C(=O)NCCc2ccccc2OC)cc1C (centres undefined)	11	3	5	6	-5	3	8	-1
Cc1ccc(-c2nc(CS(=O)(=O)CC(=O)NCCCN3CCN(C)CC3)c(C)o2)cc1	2	-8	5	9	6	9	15	-2
CN(Cc1ccccc1)C(=O)c1cccnc1	-14	-6	-7	9	2	-3	12	6
CC12CCC(=O)N1C(C(=O)Nc1ccc(F)c(F)c1F)CS2 (centres undefined)	-3	4	14	-3	-6	1	13	-1
O=C(NC1CCSC1=O)c1ccccc1 (centres undefined)	3	1	-2	7	-5	1	6	2
CC(=O)Nc1ccc(NC(=O)C(C)Oc2ccccc2F)cc1 (centres undefined)	-2	-6	-20	4	3	-3	9	-2
CN1C(=S)SC(/[N+]([O-])=C\c2cccs2)C1(C)C (centres undefined)	-5	-13	19	2	9	-5	3	-6
COc1ccc(Oc2nc(SC)nc3ccccc23)cc1	20	-1	-18	7	-7	1	-9	13
O=C(Nc1ccccc1O)c1ccc([N+](=O)[O-])cc1	3	8	-18	-9	-14	-39	-30	-9
CCOC(=O)c1cc2c(ccc3nc(C)c(C)c32)[nH]c1C	18	19	-66	-9	-2	-8	-55	12
COc1ccc(C2CC(c3ccc(Br)cc3)Nc3nc(N)nn32)cc1 (centres undefined)	-5	7	-10	-7	-7	1	6	-3
N#Cc1ccc(CSc2ccc(S(=O)(=O)N3CCCC3)cn2)cc1	8	3	-8	1	3	1	-1	-1
